miR122 inh = miR-122 inhibition in Huh7 cells; Huh7 miR-122 Renilla luciferase sensor, 48 h; neutral wells = 0, positive control = 100; activation (reporter increase), % at 12.5 µM; 340,000 compounds, 0.3% hits; AID 602342;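 active means mean replicate activation score at least 90 and every replicate individually at or above 90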;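 further: higher luciferase means less miR-122 activity so hits act as miR-122 inhibitors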
ERp5 inh = inhibitors of human ERp5 | Q15084 | ERp5 insulin aggregation, absorbance 650 nm, 90 min | inhibition, % at 9.99 µM | 350,000 compounds, 0.05% hits;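 active means mean replicate inhibition above about 25%, with every replicate also reaching it, limit read from the data, passing the limit was not always enough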
Target sequence (Q15084 whole entry, looked up): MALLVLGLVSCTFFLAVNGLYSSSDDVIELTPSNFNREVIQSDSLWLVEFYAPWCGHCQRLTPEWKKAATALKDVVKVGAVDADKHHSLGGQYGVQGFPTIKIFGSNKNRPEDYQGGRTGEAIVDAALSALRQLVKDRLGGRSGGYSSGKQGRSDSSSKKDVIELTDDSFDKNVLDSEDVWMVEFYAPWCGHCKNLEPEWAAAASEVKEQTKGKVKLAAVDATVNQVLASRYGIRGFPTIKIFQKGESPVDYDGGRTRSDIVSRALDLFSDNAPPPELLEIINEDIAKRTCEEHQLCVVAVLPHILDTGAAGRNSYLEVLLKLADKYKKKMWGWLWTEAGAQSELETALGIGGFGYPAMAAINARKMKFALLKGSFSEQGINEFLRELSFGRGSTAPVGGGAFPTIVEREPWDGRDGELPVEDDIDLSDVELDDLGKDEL
esBAF inh = blocks esBAF chromatin remodeling in mouse ES cells; 350,000 compounds, 2% hits; AID 602393; Bmi1-luciferase knock-in reporter, 24 h; 100% = twice the neutral-well signal; reporter increase, % at 12.5 µM; in the data active means activation above about 40%;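 further: 0% = median of the plate's neutral control wells and 100% = double that signal; a rise in the Bmi1 reporter signal indicates esBAF inhibition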
ARNT-TACC3 inh = disruptors of human ARNT/TACC3 interaction | Q9Y6A5 | AlphaScreen His-ARNT PAS-B/GST-TACC3 binding, luminescence; TACC3 fragment carries E629A point mutation | inhibition, % at 9.99 µM | 390,000 compounds, 0.66% hits;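 active means mean inhibition of replicates at least 50% and at least half of replicates each reaching 50%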;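 further: 0% = complete ARNT plus TACC3 wells and 100% = ARNT alone without TACC3; many hits fall short of the cut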
SIRT5 block = sirtuin-5 (human) deacylase inhibition. Purified SirT5, succinyl-peptide AMC, trypsin-coupled fluorescence. inhibition, % at 15 µM. 330,000 compounds, 1.1% hits; in the data active means inhibition above about 15%
Target sequence (Q9NXA8 whole entry, looked up): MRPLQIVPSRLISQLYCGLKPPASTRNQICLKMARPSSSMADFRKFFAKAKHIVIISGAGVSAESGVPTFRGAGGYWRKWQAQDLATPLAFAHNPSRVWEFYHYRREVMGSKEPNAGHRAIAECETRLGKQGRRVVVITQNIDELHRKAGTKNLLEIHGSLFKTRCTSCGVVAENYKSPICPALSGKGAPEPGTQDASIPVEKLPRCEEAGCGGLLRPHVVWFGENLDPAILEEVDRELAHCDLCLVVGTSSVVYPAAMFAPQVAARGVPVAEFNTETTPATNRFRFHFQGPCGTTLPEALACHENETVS
C2C12 statin = protects C2C12 myotubes from simvastatin toxicity | 330,000 compounds, 0.78% hits | ATP luminescence, 48 h; scaled: DMSO 0, geranylgeraniol control 100 | rescue of ATP level, % at 7.49 µM;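 active means mean ATP rescue above about 67%, or every replicate alone reaching that limit, limit read from the data, passing the limit was not always enough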;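 further: myotubes were challenged with 10 µM simvastatin during compound exposure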
Cneo AK release = causes C. neoformans cell lysis; adenylate kinase release luminescence, 4 h; normalised: neutral wells 0, clomiphene wells 100; lysis activity, % at 15 µM; 360,000 compounds, 0.2% hits;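 active means mean lysis activity across replicates of at least 80%, whatever share of replicates individually reach that level; inactive means mean lysis activity below 80%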
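Assay system: C. neoformans cells. Amount: yeast cell density of 5 × 10^6 cells/mL. Technique: AK luminescence. Buffer or medium: YPD. Times: static 4 h at 37 °C with compound, 1 h detection. Dosing: single-point compound dose. Read-out: lysis from increased AK signal.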
Starred values were filed as active, the others as inactive; . = no result given; [ ] = remark or other dose.

Key to letters – A = miR122 inh; B = ERp5 inh; C = esBAF inh; D = ARNT-TACC3 inh; E = SIRT5 block; F = C2C12 statin; G = Cneo AK release
structure: C=CCN(Cc1cc(OC)ccc1OC)S(=O)(=O)N(C)C
  A: -1	B: .	C: -5	D: -4	E: .	F: -9	G: 3

structure: O=c1c2ccccc2[nH]c2ccc(F)cc12
  A: .	B: -4	C: .	D: -7	E: -8	F: .	G: .

structure: CC12CC3(C)CC(C)(C1)CC(C(=O)NC(=S)N1CCCC1)(C2)C3
  A: -5	B: 1	C: 2	D: 0	E: -3	F: 2	G: 1

structure: Cc1ccc(SCC(=O)Nc2ccc(N3CCOCC3)cc2)c(C)c1
  A: .	B: 6	C: .	D: 1	E: -1	F: .	G: .

structure: CC(C)NC(=O)Nc1ccc2c(c1)C(=O)N(C)[C@H]1CC[C@H](CC(=O)NCC(F)(F)F)O[C@H]1CO2
  A: -33[16.7 µM]	B: .	C: 2	D: -5	E: .	F: 2	G: -7

structure: COCC(=O)N(C)C[C@@H]1Oc2cc(-c3ccncc3)ccc2S(=O)(=O)N([C@H](C)CO)C[C@H]1C
  A: 1[16.7 µM]	B: -8	C: 5	D: 5	E: -1	F: 22	G: 5

structure: CCCCN(C(=O)Cc1ccc2c(c1)OCCO2)c1c(N)n(CC(C)C)c(=O)[nH]c1=O
  A: -5	B: 3	C: -4	D: -1	E: -3	F: -8	G: -1

structure: COc1ccc(NC(=O)Cn2ncn3c(cc4ccccc43)c2=O)c(OC)c1OC
  A: 4	B: -4	C: 9	D: -5	E: -5	F: 8	G: 0

structure: Cc1cc(C)n2nc(CC#N)c(C#N)c2n1
  A: .	B: -2	C: .	D: 0	E: 1	F: .	G: .

structure: O=P1(NC2CCCCC2)OCC2(CO1)COP(=O)(NC1CCCCC1)OC2 (stereo unspecified)
  A: -4	B: -4	C: -7	D: -2	E: 2	F: 3	G: 0

structure: COCCCn1c(SCc2nc3ccccc3c(=O)[nH]2)nc2ccccc2c1=O
  A: 4	B: .	C: .	D: -9	E: .	F: .	G: -1

structure: O=C(NCc1ccco1)c1cc([N+](=O)[O-])ccc1N1CCOCC1
  A: 0	B: -1	C: -3	D: 1	E: 1	F: 2	G: .

structure: CN1CCCCN2[C@H](CO)[C@H](c3ccc(-c4cccnc4)cc3)[C@H]2C1
  A: 17[16.7 µM]	B: 2	C: -5	D: 0	E: 2	F: 20	G: 1

structure: CCOC(=O)C1=C(C)NC(=O)NC1c1ccccc1 (stereo unspecified)
  A: -2	B: -6	C: -1	D: -2	E: 2	F: -2	G: 4

structure: CC1(C)Cc2c(cnn2-c2ccc(F)cc2)C(NC(=O)C2=CC(=O)CC(C)(C)O2)C1 (stereo unspecified)
  A: -11	B: 2	C: 0	D: .	E: 2	F: -21	G: -1

A section from further up, for reference:
Key to letters – A = miR122 inh; B = ERp5 inh; C = esBAF inh; D = ARNT-TACC3 inh; E = SIRT5 block; F = C2C12 statin; G = Cneo AK release
structure: CCCCN(C(=O)Cc1ccc2c(c1)OCCO2)c1c(N)n(CC(C)C)c(=O)[nH]c1=O
  A: -5	B: 3	C: -4	D: -1	E: -3	F: -8	G: -1

structure: COc1ccc(NC(=O)Cn2ncn3c(cc4ccccc43)c2=O)c(OC)c1OC
  A: 4	B: -4	C: 9	D: -5	E: -5	F: 8	G: 0

structure: Cc1cc(C)n2nc(CC#N)c(C#N)c2n1
  A: .	B: -2	C: .	D: 0	E: 1	F: .	G: .

structure: O=P1(NC2CCCCC2)OCC2(CO1)COP(=O)(NC1CCCCC1)OC2 (stereo unspecified)
  A: -4	B: -4	C: -7	D: -2	E: 2	F: 3	G: 0

structure: COCCCn1c(SCc2nc3ccccc3c(=O)[nH]2)nc2ccccc2c1=O
  A: 4	B: .	C: .	D: -9	E: .	F: .	G: -1

structure: O=C(NCc1ccco1)c1cc([N+](=O)[O-])ccc1N1CCOCC1
  A: 0	B: -1	C: -3	D: 1	E: 1	F: 2	G: .

Rewritten tab-delimited: three of the compounds above
SMILES	miR122 inh	ERp5 inh	esBAF inh	ARNT-TACC3 inh	SIRT5 block	C2C12 statin	Cneo AK release
CC(C)NC(=O)Nc1ccc2c(c1)C(=O)N(C)[C@H]1CC[C@H](CC(=O)NCC(F)(F)F)O[C@H]1CO2	-33[16.7 µM]	.	2	-5	.	2	-7
O=c1c2ccccc2[nH]c2ccc(F)cc12	.	-4	.	-7	-8	.	.
COCCCn1c(SCc2nc3ccccc3c(=O)[nH]2)nc2ccccc2c1=O	4	.	.	-9	.	.	-1

Returning to the listing; the two compounds before the break are reprinted first.
Key to letters – A = miR122 inh; B = ERp5 inh; C = esBAF inh; D = ARNT-TACC3 inh; E = SIRT5 block; F = C2C12 statin; G = Cneo AK release
structure: CCOC(=O)C1=C(C)NC(=O)NC1c1ccccc1 (stereo unspecified)
  A: -2	B: -6	C: -1	D: -2	E: 2	F: -2	G: 4

structure: CC1(C)Cc2c(cnn2-c2ccc(F)cc2)C(NC(=O)C2=CC(=O)CC(C)(C)O2)C1 (stereo unspecified)
  A: -11	B: 2	C: 0	D: .	E: 2	F: -21	G: -1

structure: CC1CCCCC1NC(=O)c1cccc(N2C(=O)C3C4C=CC(C4)C3C2=O)c1 (stereo unspecified)
  A: -8	B: 6	C: -13	D: -3	E: -4	F: -11	G: 1

structure: CC(C)(CNC(=O)c1ccc(Br)o1)CNC(=O)c1ccc(Br)o1
  A: .	B: 4	C: .	D: 12	E: -2	F: .	G: 2

structure: COc1ccc(NC(=O)c2ccc(NC(=O)CN3CCN(c4ccccc4OC)CC3)cc2)cc1
  A: -7	B: -10	C: 2	D: .	E: .	F: -14	G: 0

structure: C[C@H]1CN([C@@H](C)CO)C(=O)c2cc(NC(=O)NC3CCCCC3)ccc2O[C@@H]1CN(C)Cc1ccc2c(c1)OCO2
  A: -2[16.7 µM]	B: -5	C: -1	D: -4	E: 9	F: 7	G: 1

structure: Cc1ccc(Nc2nnc(SC(C)C(=O)NCC3CCCO3)s2)cc1 (stereo unspecified)
  A: .	B: -4	C: 3	D: -3	E: 3	F: -5	G: -1

structure: COc1ccc(-c2cnc3c(c2)C(=O)N([C@H](C)CO)C[C@@H](C)[C@H](CN(C)C(=O)Cc2cccnc2)O3)cc1
  A: -4[16.7 µM]	B: 2	C: -1	D: 1	E: -2	F: -6	G: -5

structure: O=C(CSc1ncnc2sc3c(c12)CCCC3)c1ccccc1
  A: -6	B: .	C: -2	D: -5	E: .	F: -11	G: 1

structure: COC(=O)c1ccc(CN2CCCC(CNC(=O)Cc3ccc(OC)cc3)C2)cc1 (stereo unspecified)
  A: -6	B: 4	C: -9	D: -2	E: 0	F: 34	G: -3

structure: Cc1ccc(SCC(=O)NC2CCCCCC2)cc1
  A: -2	B: -1	C: 21	D: -1	E: -2	F: 4	G: 3

structure: C[C@H](CO)N1C[C@H](C)[C@@H](CN(C)Cc2ccc(C(=O)O)cc2)OCCCC[C@H](C)Oc2ccc(NC(=O)Nc3ccc(F)cc3)cc2C1=O
  A: 6[16.7 µM]	B: 0	C: 2	D: 0	E: 1	F: .	G: 46

structure: N#Cc1c(-c2ccc(F)cc2)ccnc1N1CCOCC1
  A: 0	B: -1	C: 27	D: -5	E: -1	F: -17	G: -2

structure: CCOc1ccc(OCCC(=O)OCC(=O)N2CCN(S(=O)(=O)c3ccc(C)cc3)CC2)cc1
  A: .	B: -1	C: -6	D: -10	E: 12	F: -8	G: 0

structure: O=C(Nc1ccccc1O)c1ccccc1O
  A: 3	B: .	C: 6	D: -9	E: .	F: -2	G: -8

structure: CCOCCn1c(CN2CCN(C(=O)c3ccco3)CC2)nc2c1c(=O)n(C)c(=O)n2C
  A: .	B: 7	C: 6	D: -1	E: -5	F: -5	G: -1

structure: Cc1[nH]n(-c2ccccc2)c(=O)c1C=Nc1ccc2[nH]c(=O)[nH]c2c1
  A: -2	B: .	C: .	D: 2	E: .	F: .	G: 0

(next part)
Screens in order: miR122 inh, ERp5 inh, esBAF inh, ARNT-TACC3 inh, SIRT5 block, C2C12 statin, Cneo AK release
- COC(=O)c1sccc1NS(=O)(=O)c1ccc(F)cc1F
  -4, -1, 4, -3, -3, -15, -1
- COc1ccc(S(=O)(=O)Nc2ccc3c(c2)CC(=O)N([C@@H](C)CO)C[C@@H](C)[C@H](CN(C)S(C)(=O)=O)O3)cc1
  1[16.7 µM], 1, 3, -7, 2, -1, -2
- COc1ccc(CCOC(=O)c2ccc(N)c([N+](=O)[O-])c2)cc1
  ., -3, 9, 9, -1, 0, -1
- CN(C)C(=O)C[C@@H]1C[C@@H]2c3cc(NC(=O)Nc4ccc(C(F)(F)F)cc4)ccc3O[C@@H]2[C@H](CO)O1
  -2[16.7 µM], -4, -2, -8, -4, -4, 8
- CSc1ccccc1C(=O)N1CCC(CCC(=O)NC2CC2)CC1
  -8, 3, -9, -3, -4, 7, 1
- CCC1CCCCN1CCCNC(=O)C1CCCN(c2nn3c(=O)cc(C)nc3s2)C1 (stereo unspecified)
  -7, -3, -7, -5, -4, 5, .
- CSc1ccc(C(=O)C2CCCN(C(=O)c3ccc4c(c3)no[n+]4[O-])C2)cc1 (stereo unspecified)
  1, 2, 11, -3, -4, 16, 0
- CN(CC(=O)Nc1ccc(Cl)cc1)C(=O)CCc1c[nH]c2ccccc12
  -7, -1, 0, -3, -2, 7, 9
- Cc1ccc(Nc2nnc(SCC(=O)Nc3cccc(S(=O)(=O)NC4=NCCCCC4)c3)s2)cc1
  0, 2, 6, -7, -7, -1, -11
- CCOC(=O)Cc1csc(NC(=O)CSc2nnc(-n3nc(C)cc3C)c3ccccc23)n1
  -6, ., -2, -19, ., 7, 1
- COc1ccc(C2CC(c3cccs3)=NN2C(=O)CSc2nc3ccccc3s2)cc1 (stereo unspecified)
  -4, ., -5, -6, ., 4, 3
- COc1ccc(S(=O)(=O)N2Cc3ccccc3CC2C(=O)Nc2nccs2)cc1 (stereo unspecified)
  10, ., 50*, 0, ., -1, -5
- O=C(CNC1CCCCC1)Nc1cc(S(=O)(=O)N2CCOCC2)ccc1Cl
  16, 3, 3, 30, 0, 4, 2
- CC1CCN(C(=O)c2ccc(NS(=O)(=O)c3cccs3)cc2)CC1
  5, 4, 8, -6, -8, -5, 3
- CC(=O)c1cccc(S(=O)(=O)N2CCC(C(=O)NC3CCCC3)CC2)c1
  -3, 2, 0, 0, 1, -1, -1
- C[C@H](CO)N1C[C@H](C)[C@@H](CN(C)Cc2ccccc2)Oc2ccc(NS(C)(=O)=O)cc2C1=O
  -9[16.7 µM], ., -2, ., ., 15, .
- O=P(Cc1ccncc1)(c1ccccc1)c1ccccc1
  -21, ., -10, 1, ., -4, .
- Cc1ccc(OCC(=O)OCC(=O)NC2CC2)cc1C
  2, -3, -11, -5, 4, 28, -4
- Cc1ccc(NC(=S)NCCSc2ccc(Cl)cc2)c(C)c1
  ., 5, ., 5, -4, ., .
- COc1cc(C2NC(=O)NC(c3ccccc3)=C2C(C)=O)c(Br)cc1OCC(N)=O (stereo unspecified)
  -5, 1, -4, -2, -2, 2, 1
- Cc1ccc(Oc2ccccc2/C=N/O)cc1
  -7, ., -4, -7, ., 5, -6
- O=C(C[C@H]1CC[C@H]2[C@@H](COC[C@H](O)CN2Cc2ccncc2)O1)NCC1CC1
  -6[16.7 µM], -2, -2, 14, -1, -11, -3
- COc1ccc(S(=O)(=O)N(C)C[C@@H]2OCc3ccccc3-c3c(n(C)c4ccccc34)C(=O)N([C@H](C)CO)C[C@H]2C)cc1
  ., -4, 9, -3, 16*, 8, 2
- C/C=C/c1ccc2c(c1)O[C@H](CN(C)Cc1cncnc1)[C@H](C)CN([C@@H](C)CO)S2(=O)=O
  ., 29*, -5, -4, -5, -5, 11
- CC1CCN(C(=O)COC(=O)CNC(=O)c2ccccc2F)CC1
  -6, -4, -2, -3, -3, -10, -1
- O=C(CCNC(=O)c1ccccc1Cl)Nc1cccc(S(=O)(=O)N2CCOCC2)c1
  ., -2, -2, 5, -2, -5, 1
- Cc1nc(SCc2nc3cc(Cl)c(F)cc3[nH]2)c2oc3ccccc3c2n1
  4, 1, 8, 0, -3, -19, -1
- COc1ccc(NC(=O)CCCC(=O)OCC(F)(F)C(F)F)cc1
  7, ., -3, 17, ., 19, 2
